IMP-1 inh: IMP-1 metallo-beta-lactamase inhibitors, primary screen, biochemical, epi-absorbance readout, Pseudomonas aeruginosa enzyme. metallo-beta-lactamase IMP-1 (Pseudomonas aeruginosa). purified IMP-1, nitrocefin hydrolysis, epi-absorbance fluorescence. inhibition, % at 5.6 µM. 290,000 tested, 0.45% active. AID 1556, 2009;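 active = inhibition above the mean plus 3 SD of all compounds in the same screening run, cut at about 4.5% in these data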;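 also: 0% = IMP-1 with DMSO and 100% = DMSO wells lacking enzyme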
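Assay system: purified IMP-1; Quantity: IMP-1 0.2 nM before substrate addition; Medium: HEPES buffer pH 7.1 with ZnSO4 and Brij 35; Incubation: 15 min enzyme–compound preincubation, then 25 min nitrocefin reaction, 25 °C; Signal: fluorescence quenching readout, ex 480/em 530 nm; Controls: DMSO with and without IMP-1; Repeats: singlicate testing.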
p-CIP stab down: p/CIP-EGFP fusion destabilizers, primary screen, fluorescence, F442A cells. Q05BA5. 16 h. decrease of EGFP signal, % at 10 µM. 290,000 tested, 0.01% active. AID 1984, 2009;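 active = EGFP signal decrease of at least 30% at 10 µM or well 3 SD below plate mean, unless failing retest; inactive = the rest, including hits failing retest or dose response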; also: some compounds called inactive have numbers as strong as hits; many of its hits are not listed in these tables
PfM18AAP inh: PfM18AAP inhibitors, malaria aminopeptidase, primary screen, biochemical, QFRET, recombinant enzyme; H-Glu-NHMec fluorogenic cleavage; AID 1822, 2009; 290,000 tested, 1.2% active; inhibition, % at 7.35 µM; M18 aspartyl aminopeptidase (Plasmodium falciparum 3D7);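 active = inhibition above the campaign mean inhibition over all tested compounds plus 3 SD, cut at about 28% in these data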;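 also: 0% = plate median of test compound wells and 100% = 2 mM ZnCl2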
IDE cell inh: human IDE inhibitors in live cells, primary screen, fluorescence polarization, HEK cells, FAbetaB substrate; inhibition, % at 5.59 µM; AID 434962, 2010; 320,000 tested, 0.41% active; Insulin-degrading enzyme (Homo sapiens), P14735; FAbetaB cleavage;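 active = percent inhibition above the average of all tested compounds plus 3 SD, set per screening campaign, cut at about 16% in these data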;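 also: IDE supplied by intact live HEK cells; FP after avidin binding of uncleaved biotin substrate so inhibition keeps polarization high; 0% = DMSO wells and 100% = 60 µM reference IDE inhibitor Ii1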
IDE cell activ: human IDE activators in live cells, primary screen, fluorescence polarization, HEK cells, FAbeta-B substrate | Insulin-degrading enzyme (Homo sapiens), P14735 | FAbeta-B cleavage; 0% vehicle, 100% cell-free pure enzyme wells | activation, % at 5.96 µM | 340,000 tested, 0.073% active;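 active = activation above the mean of all tested compounds plus 3 SD, set per screening campaign, cut at about 17% in these data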
VIM-2 inhibitor: VIM-2 metallo-beta-lactamase inhibitors, primary screen, biochemical, epi-absorbance readout, Pseudomonas aeruginosa enzyme; 290,000 tested, 0.89% active; purified VIM-2, nitrocefin hydrolysis, epi-absorbance fluorescence; inhibition, % at 5.6 µM;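 active = inhibition above the mean of all tested compounds plus 3 SD, cutoff set per screening run, cut at about 7.5% in these data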;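 also: red hydrolysis product quenches plate fluorescence so inhibitors raise well fluorescence; 0% = enzyme with DMSO and 100% = DMSO without enzyme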
NALP1 inh: NALP1 inflammasome inhibitors in reconstituted yeast, colorimetric, S. cerevisiae, triplicate retest. S. cerevisiae NALP1/ASC/caspase-1 growth, X-gal OD620, 72 h. inhibition, % at 10 µM. 280,000 tested, 0.61% active. AID 2071, 2009; in the data active = inhibition mostly above about 24%, no sharp cut-off; inactive = mostly below about 32%; also: some compounds called inactive have numbers as strong as hits
GPR7 antagonist: GPR7 receptor antagonists, primary screen, cell-based, fluorescence, single concentration; Neuropeptides B/W receptor type 1 (Homo sapiens), P48145; GPR7-expressing cells, fluorescence antagonist assay; inhibition, % at 4.4 µM; 290,000 tested, 1.1% active; AID 1861, 2009; in the data active = inhibition above about 16%, passing the limit was not always enough;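 also: cells stimulated with the agonist NPW; 0% = agonist with vehicle and 100% = vehicle without agonist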
Target sequence (P48145 whole entry, looked up): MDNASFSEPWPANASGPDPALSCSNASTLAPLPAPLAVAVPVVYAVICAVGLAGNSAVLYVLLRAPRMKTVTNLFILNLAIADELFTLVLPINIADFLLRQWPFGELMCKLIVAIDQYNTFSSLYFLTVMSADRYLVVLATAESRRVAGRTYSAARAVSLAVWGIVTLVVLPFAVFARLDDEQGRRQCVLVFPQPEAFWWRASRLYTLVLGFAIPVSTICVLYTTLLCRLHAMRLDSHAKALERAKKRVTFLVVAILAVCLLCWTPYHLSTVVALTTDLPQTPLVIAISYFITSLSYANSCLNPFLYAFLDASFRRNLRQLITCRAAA
PHOSPHO1 inh: PubChem AID 1565. recombinant PHOSPHO1, absorbance phosphatase assay. inhibition, % at 13.3 µM. 290,000 tested, 1.1% active; in the data active = inhibition above about 60%
Target sequence (Q8TCT1 whole entry, looked up): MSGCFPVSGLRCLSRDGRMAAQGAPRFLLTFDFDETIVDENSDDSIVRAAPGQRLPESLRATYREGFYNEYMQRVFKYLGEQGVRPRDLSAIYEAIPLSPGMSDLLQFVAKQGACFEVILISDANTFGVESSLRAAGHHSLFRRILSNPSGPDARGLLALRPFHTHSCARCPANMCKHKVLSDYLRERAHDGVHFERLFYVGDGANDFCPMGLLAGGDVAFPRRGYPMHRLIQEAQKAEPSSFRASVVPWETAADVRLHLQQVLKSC
The depositor's hits bear a star; · = no result given.

cpd	canonical_smiles	IMP-1 inh	p-CIP stab down	PfM18AAP inh	IDE cell inh	IDE cell activ
1	COc1cccc2cc(C(=O)Nc3cc(Cl)ccc3N3CCOCC3)c(=O)oc12	2.1	6	-5	2	1
2	O=C(c1ccccc1-n1cccn1)N1CCc2c([nH]c3ccccc23)C1c1ccccn1 (configuration not stated)	-1.5	3	0	3	·
3	Cc1nn(-c2ccccc2)c(N2CCCC2)c1/C=N/NC(=S)Nc1ccccc1C(F)(F)F	-0.6	-7	-1	1	8
4	Cc1cccc(NC(=S)NCc2ccc3[nH]c4c(c3c2)CCCC4)c1	-1.0	-1	5	5	1
5	COc1ccc(OCC(=O)NNC(=O)c2cccc(C)c2)cc1	-1.0	0	4	4	1
6	O=C(Nc1nccs1)[C@@H]1CCCN1C(=O)c1cccs1	-2.4	-9	-11	-1	13
7	N/C(=N\OS(=O)(=O)c1ccccc1)c1cccnc1	-4.5	-11	-3	-2	-4
8	CCc1ccccc1NC(=O)CSc1nc2n[nH]c(C)c2c(=N)n1-c1cccc(OC)c1	-3.8	-4	1	-5	-5
9	O=[N+]([O-])c1ccc2c(c1)C(N1CCOCC1)/C(=C/COc1ccc(F)cc1)O2 (configuration not stated)	-1.8	-8	8	1	1
10	Cc1c(C(=O)C(=O)NCCCn2ccnc2)c2ccccc2n1C	-1.6	-1	3	-3	4
11	COc1ccc(OC)c(N(C(=O)c2ccco2)C(C(=O)NC2CCCC2)c2ccc(N3CCOCC3)cc2)c1 (configuration not stated)	-5.1	-9	-1	1	3
12	O=C1c2ccccc2-c2nc3ccccc3nc21	-4.0	-7	-14	0	0

cpd	VIM-2 inhibitor	NALP1 inh	GPR7 antagonist	PHOSPHO1 inh
1	3.5	13	4	20
2	-3.7	1	-13	7
3	-1.1	4	-1	-8
4	-2.9	23	-20	1
5	-1.6	4	-2	44
6	0.3	16	3	36
7	-1.6	25	21	0
8	-4.6	20	-9	-10
9	-3.4	30	1	-10
10	-2.1	3	-18	34
11	-3.6	12	0	28
12	0.6	-3	-12	52

Additional records:
cpd	canonical_smiles	IMP-1 inh	p-CIP stab down	PfM18AAP inh	IDE cell inh	IDE cell activ
13	COC(=O)CSc1nnc(COc2ccc3ccccc3c2)o1	-0.1	4	0	·	7
14	C=CCOc1cccc(C(=O)N(C)C2CCCN(Cc3ccccc3F)C2)c1 (configuration not stated)	-3.4	·	-10	-2	-5
15	O=C(NC(=S)N1CCN(c2ccc(Cl)cc2[N+](=O)[O-])CC1)c1ccco1	-4.2	-20	6	2	-3
16	O=C(NCc1ccc(CNC(=O)c2ccco2)cc1)c1ccco1	0.3	-5	-4	-4	2
17	CCC1COCCS(=O)(=O)N1Cc1ccc(Cl)cc1 (configuration not stated)	-2.5	-3	6	3	2
18	CCc1ccc(NC(=O)C2CCCN(S(=O)(=O)c3cccnc3)C2)cc1 (configuration not stated)	-0.8	-16	-3	1	1
19	O=C(COC(=O)CNC(=O)c1cccc([N+](=O)[O-])c1)Nc1nc2ccccc2s1	-4.4	-6	4	2	3
20	COc1ccc(C(=O)CSc2nnc(C(CO)NC(=O)c3ccc(OC)cc3)n2C)cc1 (configuration not stated)	-1.7	-10	-11	1	2
21	CCCn1c(NCc2ccco2)nc2ccccc21	-2.8	-18	-7	-4	3
22	Cc1ccc(NC2CCCN(C(=O)c3ccc4nccnc4c3)C2)cc1C (configuration not stated)	-3.8	0	6	·	5
23	COc1ccc(Cl)cc1NC(=S)N1CC(C)OC(C)C1 (configuration not stated)	-1.2	2	1	1	2
24	O=C(NCc1ccc(F)cc1)c1c2c(nc3ccccc13)CCN(Cc1ccccc1)C2	-0.7	-26	0	3	3

cpd	VIM-2 inhibitor	NALP1 inh	GPR7 antagonist	PHOSPHO1 inh
13	-1.9	-4	-14	19
14	-3.9	·	12	·
15	-2.6	1	-5	-18
16	-0.5	14	-6	23
17	0.2	-2	2	21
18	-1.6	22	-19	16
19	-0.6	31	-2	2
20	-1.4	10	-6	16
21	-4.3	13	-15	-5
22	-1.1	5	-16	-1
23	-1.7	3	-13	1
24	-2.6	19	-6	-2

Going on with the list:
cpd	canonical_smiles	IMP-1 inh	p-CIP stab down	PfM18AAP inh	IDE cell inh	IDE cell activ
25	C=CCn1c(-c2csc3ccccc23)n[nH]c1=S	1.4	-6	8	0	-6
26	CCOC(=O)c1cnc2sc3c(n2c1=O)CCCC3	-2.2	-13	-4	2	8
27	CC1(C)Cc2ccccc2C(N/N=C/c2cccc(F)c2)=N1	-2.3	-2	2	1	2
28	CCCn1c(=O)c(C(=O)NNS(=O)(=O)c2ccc(C)cc2)c(O)c2ccccc21	-3.7	-6	2	-1	-3
29	Cc1cccc(Cl)c1OCCCN1CCOCC1	-1.6	-3	0	6	1
30	CN(C)S(=O)(=O)c1ccc(C(=O)NCC(C)(C)N2CCOCC2)cc1	-3.4	-12	1	-5	4
31	O=C(CCc1ccccc1)Nc1nncs1	-0.6	7	-6	2	-5
32	CCOC(=O)Cc1csc(NC(=O)C(C)Oc2ccc3c(C)cc(=O)oc3c2)n1 (configuration not stated)	-3.6	-8	-1	2	3
33	CC(C)NC(=S)N1CCN(C(c2ccccc2)c2ccccc2)CC1	-2.1	-6	0	0	0
34	CCN(CC)S(=O)(=O)c1ccc(NC(=O)Cc2cccs2)cc1	-1.6	9	-3	4	1
35	CCN(CC)CCNC(=S)Nc1ccc(F)cc1	-3.1	-7	-17	1	2
36	CCOC(=O)c1c(-c2ccccc2)csc1NC(=O)CSc1nc(N)cc(N)n1	-2.4	-4	-7	4	5

cpd	VIM-2 inhibitor	NALP1 inh	GPR7 antagonist	PHOSPHO1 inh
25	-4.4	4	4	102*
26	1.2	0	23	12
27	-2.5	5	12	23
28	-1.8	4	-6	-19
29	-1.1	2	-19	29
30	-1.5	·	-7	35
31	-1.2	9	-7	29
32	-0.2	-8	-9	34
33	-0.8	12	-14	-7
34	-2.3	-10	4	0
35	-0.8	7	-2	-164
36	0.2	13	7	6

(listing goes on)
cpd	canonical_smiles	IMP-1 inh	p-CIP stab down	PfM18AAP inh	IDE cell inh	IDE cell activ
37	Cc1nc(-c2ccccc2)nc2sc(C(=O)c3ccc(F)cc3)c(N)c12	-3.1	-8	0	4	3
38	COc1ccc(CNCCNC(=O)c2cccs2)c(OC)c1OC	-2.7	-12	-5	2	0
39	COc1cccc(C(=O)NC(=O)Nc2nc(C)cc(C(F)(F)F)n2)c1	-1.2	-2	-9	-5	2
40	O=C(Nc1cccc(-n2cnnn2)c1)c1cccs1	-3.1	-7	6	4	7
41	Cc1c(-c2nc(-c3cccnc3)no2)cccc1[N+](=O)[O-]	-1.1	-8	0	-5	1
42	CCOc1ccc(N2CC(C(=O)NCCc3ccc(OC)c(OC)c3)CC2=O)cc1 (configuration not stated)	-7.4	-8	-4	·	-1
43	O=C(CCc1ccccc1)Nc1nc2n(n1)C(c1ccc(Cl)cc1)CC(=O)N2 (configuration not stated)	-5.7	-13	-14	2	-6
44	CN(c1ccccc1)S(=O)(=O)c1cc(Cl)ccc1Cl	-3.3	-1	1	-2	-6
45	O=C(N/C(=C/C=C\c1ccccc1)C(=O)N1CCOCC1)c1ccc(Br)cc1	0.2	-14	-2	1	4
46	COc1cc2nc(N(CCN(C)C)C(=O)c3ccc(S(=O)(=O)N(C)CC4CCCO4)cc3)sc2cc1OC (configuration not stated)	0.7	-8	-2	1	-7
47	O=C(c1nn2c(C(F)(F)F)cc(-c3ccccc3)nc2c1Cl)N1CCN2CCCC2C1 (configuration not stated)	-0.6	5	3	·	4
48	CSc1n[nH]c(=O)n1C1CCCCC1	-2.1	14	2	3	3

cpd	VIM-2 inhibitor	NALP1 inh	GPR7 antagonist	PHOSPHO1 inh
37	-4.0	9	-3	10
38	-2.9	1	-1	33
39	0.4	5	-10	15
40	-2.0	12	7	14
41	0.8	6	-12	30
42	-3.6	-61	-4	-20
43	-2.6	5	-15	-18
44	-2.5	3	-11	11
45	-1.2	12	-3	17
46	-0.9	22	-4	28
47	9.1*	26	-13	·
48	-2.6	4	-7	4

The list goes on.
cpd	canonical_smiles	IMP-1 inh	p-CIP stab down	PfM18AAP inh	IDE cell inh	IDE cell activ
49	CCOCc1cc(C2NC(=O)NC(C)=C2C(=O)OCC)ccc1OC (configuration not stated)	-2.8	-8	-1	4	9
50	Cc1cc(NC(=O)CSc2ccc(-c3cccc([N+](=O)[O-])c3)nn2)no1	1.6	11	2	3	1
51	CCCCC1CN2CCc3c([nH]c4ccccc34)C2(C)C1 (configuration not stated)	-2.1	0	1	-1	2
52	COc1ccc(N2CCN(C3CCCN(C(=O)c4ccoc4)C3)CC2)cc1 (configuration not stated)	-1.7	-15	14	0	-1
53	COc1ccc(CNC(=O)COc2ccc(Br)c(C)c2)cc1	-3.9	-2	-2	6	-1
54	CCOC(=O)N/N=C\c1cccc(OC)c1OC/C=C/c1ccccc1	-0.9	-15	5	·	2
55	N#Cc1ccc(CSc2nnc(NC(=O)C3CC(=O)N(c4ccc5c(c4)OCCO5)C3)s2)cc1 (configuration not stated)	-2.4	2	-5	4	-4
56	CCCCCN1CC(=O)N2[C@@H](Cc3c([nH]c4ccccc34)C2(C)C)C1=O	-2.4	5	-3	2	1

cpd	VIM-2 inhibitor	NALP1 inh	GPR7 antagonist	PHOSPHO1 inh
49	-1.3	14	-5	-1
50	-1.8	6	-1	-35
51	-3.6	34	-1	29
52	0.4	-2	3	53
53	-4.3	3	4	7
54	-1.1	1	-21	16
55	-2.7	21	-4	-1
56	-1.3	16	-4	42

Fetched by compound from the entries so far:
cpd	canonical_smiles	IMP-1 inh	p-CIP stab down	PfM18AAP inh	IDE cell inh	IDE cell activ
49	CCOCc1cc(C2NC(=O)NC(C)=C2C(=O)OCC)ccc1OC (configuration not stated)	-2.8	-8	-1	4	9
54	CCOC(=O)N/N=C\c1cccc(OC)c1OC/C=C/c1ccccc1	-0.9	-15	5	·	2
50	Cc1cc(NC(=O)CSc2ccc(-c3cccc([N+](=O)[O-])c3)nn2)no1	1.6	11	2	3	1
56	CCCCCN1CC(=O)N2[C@@H](Cc3c([nH]c4ccccc34)C2(C)C)C1=O	-2.4	5	-3	2	1
55	N#Cc1ccc(CSc2nnc(NC(=O)C3CC(=O)N(c4ccc5c(c4)OCCO5)C3)s2)cc1 (configuration not stated)	-2.4	2	-5	4	-4
53	COc1ccc(CNC(=O)COc2ccc(Br)c(C)c2)cc1	-3.9	-2	-2	6	-1

cpd	VIM-2 inhibitor	NALP1 inh	GPR7 antagonist	PHOSPHO1 inh
49	-1.3	14	-5	-1
54	-1.1	1	-21	16
50	-1.8	6	-1	-35
56	-1.3	16	-4	42
55	-2.7	21	-4	-1
53	-4.3	3	4	7

High-throughput results (PubChem)
